SUMO Mot1 rescue: blocks SUMOylation pathway, rescuing yeast Mot1-301 growth. S. cerevisiae Mot1-301 growth rescue, ATP luminescence, 38.5C; percent above DMSO median, 100 means doubled. growth rescue, % at 18.8 µM. 1% of 320,000 active. AID 2716;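 active = every valid replicate shows activation above 250% relative to neutral control wells; inactive = the rest, any valid replicate at or below 250%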;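 also: OY570 slx delta 5 strain wells were the positive control but not used for scaling; some compounds called inactive have numbers as strong as hits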
dFosB act: activators of mouse delta FosB homodimer | purified delta FosB, TAMRA-CDK5 oligo fluorescence polarization; percent of positive-control signal above neutral wells | P13346 | activation, % at 25 µM | AID 493131 | 0.99% of 340,000 active;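 active = mean activation above about 17%, with every replicate also reaching it, limit read from the data, passing the limit was not always enough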;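 also: fluorescence polarization rise as delta FosB binds a TAMRA Cdk5 AP-1 oligo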
Target sequence (P13346 whole entry, looked up): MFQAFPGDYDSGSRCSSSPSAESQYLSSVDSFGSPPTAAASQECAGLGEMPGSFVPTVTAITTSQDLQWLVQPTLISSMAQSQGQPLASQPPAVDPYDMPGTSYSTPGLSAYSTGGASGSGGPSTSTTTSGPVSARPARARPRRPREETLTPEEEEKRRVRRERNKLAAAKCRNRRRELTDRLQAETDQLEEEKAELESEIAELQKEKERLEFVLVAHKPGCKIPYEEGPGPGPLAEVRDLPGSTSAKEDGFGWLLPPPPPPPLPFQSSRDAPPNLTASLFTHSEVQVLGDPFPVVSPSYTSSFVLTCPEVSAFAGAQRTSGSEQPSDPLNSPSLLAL
RTF Ca sens inh: cardiac RTF calcium desensitization; 0.12% of 340,000 active; inhibition, % at 7.15 µM; P19429+P45379; IANBD-labeled cardiac RTF, Ca2+ fluorescence;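 active = inhibition above the mean inhibition of all tested compounds plus 3 SD, cut at about 17% in these data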;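 also: assay run at fixed EC70 calcium of 1.6 mM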
LANA DNA inh: blocks KSHV LANA C-terminal domain binding to DNA; 0.078% of 340,000 active; AID 504423; inhibition, % at 9 µM; MBP-C-LANA/FAM-LBS DNA binding, fluorescence polarization;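 active = highest replicate inhibition at or above 60% at 9 µM, even if other replicates fall short; inactive = all replicates below 60% inhibition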;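 also: 0% = neutral control wells and 100% = 4 µM acridine orange control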
RTF Ca sens act: increases calcium sensitivity of human cardiac regulated thin filaments; P19429+P45379; IANBD-labeled TnC RTF fluorescence at EC20 calcium; 0% EC20 calcium, 100% full calcium; activation, % at 7.2 µM; 0.24% of 340,000 active; AID 493008;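 active = activation above the mean over all tested compounds plus 3 SD, cut at about 30% in these data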;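 also: rise in fluorescence read as greater calcium sensitivity of cardiac thin filaments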
CDK5 p35 inh: blocks human CDK5/p35 kinase activity; Q00535+Q15078; Recombinant CDK5/p35, ADP-Glo luminescence, 60 min; inhibition, % at 10 µM; 0.01% of 330,000 active; AID 488839;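 active = highest replicate inhibition of at least 50% and at least 75% of replicates reaching 50%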;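 also: plate controls were DMSO neutral control for no effect and GW8510 at 10 µM for full effect; many of its hits are not listed in these tables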
PfHsp90 yeast 2: reduces growth (ATP signal) of yeast expressing P. falciparum Hsp90 | inhibition, % at 9.4 µM | 0.32% of 310,000 active | S. cerevisiae expressing PfHsp90, BacTiter-Glo ATP, 48 h; yeast lacking PDR1 and PDR3 efflux regulators | AID 504621;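 active = every replicate shows inhibition above about 80%, whatever the replicate mean, limit read from the data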;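 also: 0% = DMSO neutral controls and 100% = 20 µM radicicol positive controls; yeast relying on Plasmodium falciparum Hsp90 in place of its own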
Rtt109 Vps75: C. albicans Rtt109 histone acetyltransferase inhibition | purified Rtt109/Vps75, ThioGlo CoA-SH fluorescence, 4 h | Q5AAJ8 | 0.16% of 330,000 active | inhibition, % at 34.9 µM;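 active = inhibition of at least 50% in every replicate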
Target sequence (Q5AAJ8 whole entry, looked up): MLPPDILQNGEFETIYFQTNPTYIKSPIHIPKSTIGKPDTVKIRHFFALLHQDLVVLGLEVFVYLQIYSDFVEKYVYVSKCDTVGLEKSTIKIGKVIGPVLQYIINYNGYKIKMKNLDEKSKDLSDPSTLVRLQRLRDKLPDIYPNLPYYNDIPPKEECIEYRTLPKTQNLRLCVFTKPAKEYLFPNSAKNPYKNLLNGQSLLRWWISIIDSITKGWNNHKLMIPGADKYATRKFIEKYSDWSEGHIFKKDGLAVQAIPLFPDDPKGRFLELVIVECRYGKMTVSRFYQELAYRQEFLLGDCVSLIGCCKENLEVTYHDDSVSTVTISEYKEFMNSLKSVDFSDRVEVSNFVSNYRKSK
PvdQ acylase: blocks Pseudomonas aeruginosa PvdQ acylase activity; purified PvdQ acylase, fluorescence plate reader; inhibition, % at 10 µM; 0.063% of 340,000 active; in the data active = inhibition above about 30%, passing the limit was not always enough;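 also: 0% = vehicle neutral wells and 100% = reference inhibitor wells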
NSD2 HMT inh: inhibitors of human histone methyltransferase NSD2 | 0.54% of 310,000 active | AID 743445 | NSD2 peptide methylation, AlphaScreen, 120 min | inhibition, % at 12.5 µM | O96028; in the data active = inhibition above about 50%
Keap1-Nrf2 PPI: disrupts human Keap1 binding to Nrf2 peptide | Keap1 Kelch-Nrf2 peptide fluorescence polarization, 1536-well | Q14145 | inhibition, % at 9.4 µM | 0.15% of 340,000 active; in the data active = inhibition above about 12%;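 also: human Keap1 Kelch domain with fluorescein labeled Nrf2 9mer peptide probe; 0% = neutral control wells and 100% = peptide positive control; higher means more block of Keap1 binding to Nrf2 peptide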
Numbers without * were called inactive; / = no result given.

mol,PvdQ acylase,NSD2 HMT inh,LANA DNA inh,Rtt109 Vps75,Keap1-Nrf2 PPI,SUMO Mot1 rescue,PfHsp90 yeast 2,CDK5 p35 inh,dFosB act,RTF Ca sens inh,RTF Ca sens act
C/C=N\NC(=O)CNC(=O)CNC(=O)c1ccccc1,-2,-4,-0.4,-3,4,7,-19,-0.6,0,0,-5
Cc1nc(Nc2ccccc2F)c2oc3ccccc3c2n1,-12,-3,6.1,-2,-3,16,-9,1.3,-26,-1,1
COCc1cc(C)nc2sc(C(=O)Nc3ccccc3C)c(N)c12,-10,-18,0.9,5,-5,4,6,0.6,-6,-14,5
COc1ccc(OC)c(NC(=O)Cc2coc3cc(C)cc(C)c23)c1,0,1,-0.2,2,1,-13,-20,-1.3,-2,-4,-1
Fc1ccc(N2CCN(Cc3ccccn3)CC2)cc1,-15,2,0.8,-1,-1,2,-32,-0.4,3,-14,6
O=C1CC(N2CCSCC2)C(=O)N1c1ccc(F)cc1 (stereo not given),-12,-2,-0.4,-4,-4,5,19,0.2,7,-10,0
CC1(C(=O)NCc2cccnc2)CCC(=O)N1Cc1cccs1 (stereo not given),-5,/,0.4,-1,1,7,-27,-1.1,-1,-8,-5
COc1cc(/C=C(\C#N)C(=O)Nc2cccc(C(=O)O)c2)ccc1OCc1ccc(C)cc1,-5,1,2.4,16,0,-14,13,0.6,-11,5,2
O=[N+]([O-])c1ccc(Oc2cccc(F)c2)c2ccncc12,-14,11,-1.6,11,-9,26,7,-0.1,-7,-2,-1
COc1ccc(CC2(CO)CCN(Cc3cccc4nccnc34)CC2)cc1,-5,-7,0.8,7,6,-3,5,-1.7,3,-9,2
Cc1ccc(CNC(=O)CSCc2ccccc2)cc1,-9,2,0.2,-7,2,-15,-6,-0.5,-6,-3,1
O=C(NCC1CC1)c1onc(CSc2ccncc2)c1C(=O)NCC1CC1,7,/,-1.8,17,1,4,2,0.5,4,-1,-8
O=CN1CCN(C(=O)c2ccc3c(c2)OCO3)CC1,-7,2,-2.4,2,0,-6,7,1.7,2,-1,-7
O=C(O)C1CCCCN1S(=O)(=O)c1ccccc1 (stereo not given),5,-3,-0.4,-5,-1,/,16,0.1,2,0,1
N#Cc1ccc2ccn(CC(=O)N3CCCc4ccccc43)c2c1,-10,-1,0.4,-1,-4,-34,-3,0.6,-4,3,-7
NC(=O)Cn1c(=O)n(CCc2ccccc2)c(=O)c2c3c(sc21)CCCC3,7,-2,-1.2,3,1,7,-5,4.3,3,-3,5
Cc1ccc(-c2n[nH]c(=S)n2/N=C/c2c(C)nn(-c3ccccc3)c2C)cc1,-4,-2,0.4,-3,-4,9,-6,-6.6,-6,0,-1
Cc1ncsc1CCOC(=O)c1ccccc1,3,/,-1.2,12,-5,17,-2,1.0,-4,8,-2
CCOc1ccc(C(=O)N[C@H](C(=O)Nc2ccccc2OC)C(C)C)cc1,1,-1,-0.5,5,0,-5,-76,1.1,-1,12,-8
O=C(O)Cn1nnnc1-c1ccc(F)cc1,0,0,-0.6,1,1,11,2,0.3,-1,1,4
Cc1[nH]c2ccc(Br)cc2c(=O)c1CN1CCOCC1,9,-2,2.0,/,3,335,-18,-0.3,-2,-7,-3
O=c1c(Cl)c(Nc2cccc(Cl)c2)cnn1-c1nc2ccccc2s1,-18,0,1.3,1,-6,-2,-1,0.7,-23,-7,8
COc1cccc(/C=N/NC(=O)c2ccc(N3CCCC3=O)cc2)c1,3,1,0.5,15,1,6,23,0.2,-16,-1,-1
COc1cc(C(=O)Nc2nnc(CC(C)(C)C)s2)c([N+](=O)[O-])cc1OC,7,3,-1.9,3,-3,-5,-4,0.5,4,5,0
O=C(CSc1nnc(C2COc3ccccc3O2)o1)Nc1ccc(F)cc1Cl (stereo not given),-4,-4,-0.2,-3,0,-1,4,-0.3,-5,3,-2
Cc1ccc(CN2C(=O)CCC2C(=O)NCCc2ccccc2)cc1 (stereo not given),-12,-4,0.9,1,0,-4,-52,2.2,-5,2,3
CCN(c1ccc(OC)cc1)S(=O)(=O)c1nnc(NC(=O)c2ccc(C)cc2)s1,-10,-2,1.9,-4,-3,-14,-4,-0.3,3,5,0
COc1ccc(C(=O)O/N=C(\N)Cc2ccc(Cl)cc2Cl)cc1OC,-8,-3,1.3,1,-4,-2,-2,-1.1,-13,-4,1
Nc1ncnc2c1nc(N1CCCCC1)n2[C@@H]1O[C@H](CO)[C@@H](O)[C@H]1O,-11,/,-0.9,-16,2,-15,-17,4.5,7,-10,-4
COc1ccccc1NC(=O)CN1CCCCC1,0,/,0.2,1,0,-18,-10,-1.2,4,-10,-2
CC(C)Cn1c(N)c(C(=O)COC(=O)c2c(O)c(Cl)cc(Cl)c2Cl)c(=O)n(C)c1=O,18,2,0.0,0,-2,-3,-21,-0.3,-7,-5,-3
O=S(=O)(c1cccc(-c2nc3n(n2)Cc2ccccc2-3)c1)N1CCCCC1,-3,-4,-2.4,-5,2,-7,-2,1.5,-12,12,0
CCOC(=O)c1c(/N=C/c2cc(OC)cc([N+](=O)[O-])c2O)sc(C)c1C,-11,5,2.3,-1,2,374,-10,0.7,3,9,0
CC(C)(C)NC(=O)Cn1nnc(-c2ccccc2NC(=O)c2cnccn2)n1,-6,-3,-0.1,-1,3,16,-7,-0.2,-9,4,1
C[C@@H]1CN[C@H](CCO)/C1=C\c1ccccc1,5,/,0.3,5,-6,/,0,9.1,-11,-3,2
COc1ccc(C)cc1Nc1nc(-c2c[nH]c3ccccc23)cs1,-23,-1,0.3,/,-3,-1,7,0.3,27*,-20,0
CCCCSc1ccc(NC(=O)c2cccnc2)cc1,-5,-1,1.1,7,-1,16,9,2.0,-1,-1,-4
Cc1occc1C(=O)NC1CCCN(Cc2ccc(Cl)cc2)C1 (stereo not given),-16,3,-0.7,-3,-4,4,-13,2.4,-3,-6,-2
OC[C@@H](O)[C@H](O)C(/C=N/Nc1ccccc1)=N\Nc1ccccc1,2,4,-1.0,6,-2,159,10,0.7,-6,-2,1
CCCCCCCCNS(=O)(=O)CCNC1CC1,-9,/,0.2,2,-1,/,-11,0.0,-10,-11,-5
Cc1cc2c(cc(C(=O)N3CCC(C(=O)NC4CCCC4)CC3)n2Cc2c(F)cccc2Cl)o1,-9,/,1.2,-3,-1,-8,6,-1.6,-5,-5,3
O=C(COc1ncnc2ccccc12)Nc1ccc(S(=O)(=O)N2CCOCC2)cc1,-6,0,-0.5,-6,0,28,-1,0.5,-3,0,-2
Cn1nc(C(F)(F)F)cc1-c1ccc(S(N)(=O)=O)s1,-1,-3,0.3,2,-6,97,18,0.8,-4,0,5
CCOC(=O)C1CCN(C(=O)CN(C)S(=O)(=O)c2cc(C)ccc2OC)CC1,1,3,0.4,3,-2,18,6,-1.3,-8,1,4
COc1ccc(CCNC(=O)CCNS(=O)(=O)c2ccc3c(c2)CCN3C(C)=O)cc1OC,1,/,0.1,9,1,1,6,-0.2,-3,0,-4
CCCOc1ccc(N2C(=O)CC(SC(=NCC)NCC)C2=O)cc1 (stereo not given),4,-3,0.7,-9,-3,0,-6,1.0,-4,13,1
CC(C)(C)S(=O)(=O)c1cnc(N2CCOCC2)nc1N,-18,0,-0.8,4,-1,-8,3,0.9,1,-5,-2
COc1ccc(NC(=O)c2ccco2)cc1NC(=O)c1ccccc1F,-6,-1,-1.9,-7,-2,21,8,-3.1,-4,-1,5
CCOc1ccc2c(C)c(Cl)c(=O)oc2c1,-7,0,-0.4,-14,-4,-4,19,0.6,-7,-1,-5
COC(=O)[C@@]12CCCCN1[C@H](c1ccc(-c3ccc4c(c3)OCO4)cc1)[C@H]1C(=O)N(C)C(=O)[C@H]12,-6,/,-0.1,1,-2,-6,/,-1.1,-10,-16,-3
COc1ccc(/C=N/NC(=O)CCCC(=O)NC2CCCCC2)cc1,1,0,-1.5,-9,0,-8,/,0.0,5,0,-1
O=C(c1cccc(N2C(=O)C3C4C=CC(C4)C3C2=O)c1)N1CCN(c2ccccc2Cl)CC1 (stereo not given),6,-3,-0.6,21,-1,-12,-10,-1.4,-2,4,0
COc1ccc(N2CSC3=C(C#N)C(c4cc(OC)c(OC)cc4OC)CC(=O)N3C2)c(OC)c1 (stereo not given),-8,/,0.3,1,1,3,-2,2.5,1,-2,2
CCOC(=O)c1c(C)[nH]c(C(=O)OCC(=O)Nc2cccnc2Cl)c1C,-9,0,2.3,-1,-2,-6,5,0.1,-4,7,-12
CCOC(=O)CCNC(=O)N1CCCC(N2CCN(c3ccc(OC)cc3)CC2)C1 (stereo not given),6,-3,3.9,11,5,4,-8,1.5,-2,-4,6

Limited to RTF Ca sens act, for 2 of the compounds above:
| Molecule | RTF Ca sens act |
| --- | --- |
| COc1ccc(/C=N/NC(=O)CCCC(=O)NC2CCCCC2)cc1 | -1 |
| COc1ccc(C)cc1Nc1nc(-c2c[nH]c3ccccc23)cs1 | 0 |

Source: PubChem BioAssay
